ARNT TACC3 PPI = ARNT/TACC3 interaction disruption | AlphaScreen His-ARNT PAS-B/GST-TACC3 binding, luminescence; TACC3 fragment carries E629A point mutation | inhibition, % at 9.99 µM | Q9Y6A5 | actives 0.66% (n = 390,000) | AID 623870;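 active means mean inhibition of replicates at least 50% and at least half of replicates each reaching 50%; inconclusive means half or more replicates reach 50% but mean below 50%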;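 further: 0% = complete ARNT plus TACC3 wells and 100% = ARNT alone without TACC3; many hits fall short of the cut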
GSIS activator = GLuc luminescence reporter in INS-1E cells, primary screen for activators of glucose-dependent secretion of insulin; INS-1E GLuc reporter insulin secretion, 2-3 h; activation, % at 16.6 µM; actives 0.61% (n = 370,000);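 active means lowest replicate activation of at least 40%, so every replicate reaches that level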;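 further: 0% = median of neutral control wells and 100% = median of IBMX positive control wells; some compounds called inactive have numbers as strong as hits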
XiGFP reactiv = reactivates the inactive X chromosome in mouse fibroblasts; XiGFP mouse fibroblasts, % GFP-positive cells imaging, 3 d; cells co-treated with 5-aza-dC sensitizer; scaled so ellipticine positive control = 100%; actives 0.055% (n = 360,000); activation, % at 7.58 µM;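 active means mean normalized replicate activation at least 10% and every replicate at or above 10%; inconclusive means only one of the two criteria met; inactive means mean below 10% and not all replicates reach 10%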;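 further: 0% = median of on-plate neutral control wells and 100% = ellipticine 6 µM median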
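System: 68-5-11 XiGFP fibroblast line; Timing: 3 days compound exposure; Compound dosing: one concentration, pinned; Benchmarks: positive control ellipticine, 6 µM final; Buffer or medium: DMEM containing 5-aza-dC.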
Starred values were filed as active, the others as inactive; ? = inconclusive. An excerpt; count on the stated rates, not on these rows.

Molecule,ARNT TACC3 PPI,GSIS activator,XiGFP reactiv
COc1ccc(/C=c2\s/c(=C/C(=O)c3ccc(C)cc3)[nH]c2=O)cc1OC,3.2,-1.0,0.0
COc1ccc(N2C(=O)c3ccccc3NC2c2ccc(OC)c(Cn3nnc4ccccc43)c2)cc1 (stereo unspecified),-7.9,-22.7,0.6
COc1ccc(CCn2c(-c3cc([N+](=O)[O-])cc([N+](=O)[O-])c3)nc3nc4ccccc4nc32)cc1,-1.5,-15.6,0.0
CCOC(=O)c1sc(NC(=O)CCCCl)nc1C,-12.2,9.4,0.0
O=C(COC(=O)CNC(=O)c1ccccc1Cl)Nc1ncc(C(F)(F)F)cc1Cl,-6.1,5.7,-0.1
O=C(COC(=O)/C=C/c1ccccc1Cl)NCCc1ccc(Cl)cc1Cl,-4.7,12.0,-0.1
CN(C)CCCN(C(=O)CCc1ccccc1)c1nc2ccc(Cl)cc2s1,5.9,-7.5,0.2
Cc1cc(C)c(NC(=O)NC2CCCCC2)c(C)c1,-0.6,6.9,0.2
COc1ccccc1NS(=O)(=O)c1ccc(Cl)c(NC(=O)CN2C(=O)c3ccccc3C2=O)c1,-5.0,-12.6,0.1
Cc1c(N=C2NC(=O)/C(=C/c3ccc(O)cc3)S2)c(=O)n(-c2ccccc2)n1C,14.4,24.4,-0.1
N#CC1=C(N)NC(SCC(=O)c2ccccc2)=C(C#N)C12CCCC2,1.2,-10.2,0.0
COc1ccc(CCNC(=O)Cn2nnc3ccccc3c2=O)cc1,1.8,21.8,0.2
COc1ccc(S(=O)(=O)N2CCOCC2)cc1NC(=O)c1cc2c(s1)CCCC2,-2.4,3.0,0.0
COc1cccc(NC(=S)NCc2cccs2)c1,4.2,-0.2,0.0
CCOC(=O)c1ccccc1NC(=O)c1cn(-c2ccc(C)c(C)c2)c(=O)c2ccccc12,1.8,0.4,-0.1
O=C(NCC1(c2ccccc2)CCCC1)c1ccc(Br)o1,-4.0,-5.9,-0.1
Cc1ccc(N2C(=O)CC(Sc3ccccc3C(=O)O)C2=O)cc1 (stereo unspecified),-11.4,14.9,-0.1
CCOc1ccc(C(=O)NC(=S)N2CCN(c3ccc(C(F)(F)F)cc3[N+](=O)[O-])CC2)cc1,-4.3,0.6,0.1
CCSc1ccc(-c2nn(-c3ccccc3)cc2/C=C(/C#N)C(=O)NCCCOC)cc1,-3.2,63.9*,0.0
CC1CCN(c2ccc(C(=O)NCc3ccc4c(c3)OCO4)cc2[N+](=O)[O-])CC1,3.4,-2.3,0.0

In the list so far, 2 have two or more sulfur atoms:
Molecule,ARNT TACC3 PPI,GSIS activator,XiGFP reactiv
COc1ccc(S(=O)(=O)N2CCOCC2)cc1NC(=O)c1cc2c(s1)CCCC2,-2.4,3.0,0.0
COc1cccc(NC(=S)NCc2cccs2)c1,4.2,-0.2,0.0

Other entries.
Molecule,ARNT TACC3 PPI,GSIS activator,XiGFP reactiv
CC(C)C(=O)Nc1ccc([N+](=O)[O-])cc1Br,-0.7,7.0,0.0
Cc1ccc(S(=O)(=O)N2CCN(CC(=O)N/N=C/c3ccco3)CC2)cc1,2.2,8.6,-0.3
COc1ccc(-c2nn(-c3ccccc3)cc2/C=N/NC(N)=S)cc1OC,2.5,-17.7,0.2
CCN(CC)S(=O)(=O)c1ccc(NS(=O)(=O)CC23CCC(CC2=O)C3(C)C)cc1 (stereo unspecified),-2.4,-2.9,-0.1
CCC(CC)NC(=O)c1ccc(Cl)cc1,-6.7,8.4,0.5
Cc1sc2nc(COC(=O)CNC(=O)c3ccc(C(C)(C)C)cc3)[nH]c(=O)c2c1C,-3.9,-13.0,0.0
CC(C)=N/N=C(\c1cccc([N+](=O)[O-])c1)C12CN3CN(CN(C3)C1)C2,-1.6,7.1,0.1
Cc1ccc(S(=O)(=O)c2ccc(Cl)cc2)cc1S(=O)(=O)NC(C(=O)O)C(C)C (stereo unspecified),-4.8,0.4,0.1
Cc1ccsc1/C=N/N=C1\C(=O)Nc2ccccc21,1.3,-2.3,0.0
COC(=O)c1ccc(NC(c2ccc(Cl)cc2)P(=O)(OC)OC)cc1 (stereo unspecified),9.9,24.4,0.0
O=C(NCCc1ccccc1)C(=O)c1c(-c2ccccc2)cc2ccccn12,0.0,-9.1,0.3
O=[N+]([O-])c1cc(S(=O)(=O)N2CCCC2)ccc1NCCc1ccccc1,0.6,14.9,-0.2
CC(=O)N(CN1C(=O)c2ccccc2C1=O)c1ccc2c(c1)oc1ccccc12,-2.6,-12.8,0.0
CC(NC(=S)Nc1ccc(S(N)(=O)=O)cc1)c1ccc2c(c1)OCO2 (stereo unspecified),-3.8,-1.7,-0.1
CN(C)CCNC(=O)/C(=C/c1ccc(-c2cccc(Cl)c2)o1)NC(=O)c1ccccc1,-3.6,8.8,0.4
Cc1ccc(C2SCC(C(=O)O)N2C(=O)c2ccc(F)cc2)cc1 (stereo unspecified),-6.5,13.0,-0.1
O=C(CCCOc1ccc(Cl)cc1Cl)N/N=C/c1ccccc1O,-1.0,-24.3,-0.2
Cc1nn(-c2ccccc2)c(N)c1Sc1ccc([N+](=O)[O-])cc1,7.3,-13.2,-0.1
Cc1ccc(C2CC(c3ccccc3)=NN2c2ccccc2)o1 (stereo unspecified),-2.0,-14.2,-0.2
Cc1ccc(S(=O)(=O)NCCNC(=O)c2nonc2N)cc1,-5.0,-4.8,0.1
O=C(O)CSC(=S)N1CCCCC1,-5.4,-0.1,0.5
COc1cc(NC(=O)CN(C)Cc2ccc(OC(F)F)cc2)c(C)cc1[N+](=O)[O-],-0.9,-17.9,0.3
Cc1cc(C)n(C(=O)c2ccc([N+](=O)[O-])c(Cl)c2)n1,-0.3,49.3,-0.1
O=C1c2cccc(OCC(=O)N3CCCc4ccccc43)c2CCN1Cc1ccc(Br)cc1,-9.0,-24.3,0.1
O=C(CSc1nc2ccccc2[nH]1)N/N=C/C=C/c1ccccc1[N+](=O)[O-],-1.2,19.6,?
CC1(C)CC(=O)C2=C(C1)NC1=C(C(=O)c3ccccc31)C2c1ccc(Cl)cc1 (stereo unspecified),-0.7,-34.0,0.3
COc1ccc(NC(=S)c2ccncc2)cc1,9.4,-0.5,0.1
CCC(=O)Nc1ccc(NC(=S)NC(=O)Cc2ccccc2)cc1,-6.8,3.1,0.0
COc1ccc2nc(Nc3nc4cc5c(cc4s3)OCO5)sc2c1,-2.9,15.8,0.0
COc1cc(C2C(C#N)=C(N)Oc3c2c(-c2ccccc2)nn3-c2ccccc2)cc(OC)c1OC (stereo unspecified),13.9,-23.7,0.1
Cc1ccc(S(=O)(=O)N(CCC(=O)Nc2ccc(OC(F)(F)F)cc2)c2ccccc2)cc1,-15.3,-11.1,0.0
CN(C)c1ccc(N=Nc2ccccc2C(=O)OCC(=O)N2CCCCCC2)cc1,32.6,-33.2,-0.1
COCCNc1nc(-c2cc3ccccc3o2)cs1,2.0,0.2,0.1
COc1cc(NC(=S)Nc2ccccn2)cc(OC)c1,7.5,9.1,0.1
CCOC(=O)Cc1csc(NC(=S)NC(=O)C(C)(C)C)n1,-3.3,1.6,0.0
COc1ccc(/C(C)=N/OCC(=O)N=Nc2c(O)[nH]c3ccc(Br)cc23)cc1,-60.4,-17.8,0.0
Cc1nc2cc3ccccc3cc2n1C,-25.1,-1.8,0.1
O=C(N/N=C/c1cn[nH]c1-c1ccc(F)cc1)c1ccncc1,5.8,-1.0,0.0
Cc1ccc(-n2nc3cc(C)c(NC(=S)NC(=O)/C=C/c4ccco4)cc3n2)cc1,1.4,6.2,0.4
Cc1cc(-c2csc(NC(=O)c3cccc(S(=O)(=O)N(C)C)c3)n2)c(C)n1-c1ccccc1,-8.0,-4.1,0.4
O=C(C1CCCO1)N1CCN(C(=S)Nc2ccccc2F)CC1 (stereo unspecified),-6.8,2.8,0.0
[O-]/C(=C(\C(=S)Nc1cccc2ccccc12)[n+]1ccccc1)c1ccc(Cl)s1,9.1,1.0,0.4
Cc1c(NC(=S)NC(=O)c2ccco2)cccc1-c1nc2ncccc2o1,-6.3,3.5,0.0
COC(=O)C1=C(C(=O)OC)C2C(C)=CC(C)=CN2C(C(=O)OC)=C1C(=O)OC (stereo unspecified),1.2,21.1,0.6
O=C(Nc1cc(C(F)(F)F)ccc1Cl)c1ccc(NC(=O)C(F)(F)F)cc1,-25.3,-30.1,0.0
Cc1ccc(/C=N/NC(=O)c2ccoc2C)o1,-3.2,26.7,0.2
O=C(CN1C2=NCCN2c2ccccc21)c1cccs1,-5.2,27.2,-0.1
Nn1c(Cc2cccc3ccccc23)nnc1SCCOc1ccc(Br)cc1,-0.9,-53.2,0.0
CC1CCN(C(=O)c2ccc(S(=O)(=O)Cc3cc(F)ccc3F)c([N+](=O)[O-])c2)CC1,-18.7,-19.5,0.3
O=C(/C=C/c1ccc2c(c1)OCO2)c1ccc[nH]1,12.9,13.7,0.0

The list goes on.
Molecule,ARNT TACC3 PPI,GSIS activator,XiGFP reactiv
O=C1c2ccccc2NC(c2cn[nH]c2-c2ccc(Cl)cc2)N1O (stereo unspecified),-4.9,0.5,0.1
O=C(COc1ccc2ccccc2c1)NN1C(=O)c2ccccc2C1=O,-6.7,9.2,0.0
COc1ccc(OC)c(CC(NC(C)=O)C(=O)NC2CCN(c3c(Cc4ccccc4)c(C)nc4ncnn34)CC2)c1 (stereo unspecified),7.8,-7.4,0.0
CCOC(=O)C[N+](C)(C)CCOC1CC2CCC1(C)C2(C)C (stereo unspecified),-1.5,33.3,0.0
CCCCC(=O)Nc1ccc(C(=O)Nc2ccc(S(=O)(=O)Nc3ccc(C)cc3)cc2)cc1,1.8,-10.1,0.0
Cn1cc(/C=C/c2nc3ccccc3c(=O)n2-c2cccc([N+](=O)[O-])c2)c2ccccc21,-6.2,0.2,0.2
CCn1c(/C=C2\C(=O)Nc3ccccc32)nc2ccccc2c1=O,7.5,19.6,-0.1
Cc1cccc(N2CC(C(=O)Nc3nnc(SCC(=O)Nc4nccs4)s3)CC2=O)c1 (stereo unspecified),0.0,42.0,0.1
CN(C)c1ccc(N=Nc2ccccc2C(=O)OCC(=O)N(C)C2CCCCC2)cc1,12.1,18.9,0.9
Cc1ccc2c(Cl)cc(Cl)c(OCC(=O)Nc3cccc(S(=O)(=O)N(C)C)c3)c2n1,-11.9,33.8,0.1
Cc1ccc(C2C3=C(CC(C)(C)CC3=O)N=C3c4ccccc4C(=O)C32)cc1 (stereo unspecified),1.1,-31.4,-0.1
COc1ccccc1NC(=S)N1CCc2cc(OC)c(OC)cc2C1,12.5,0.6,-0.1
CCOc1ccc2ccccc2c1/C=N/NC(=O)CC1(C)OCCCO1,6.7,-15.6,0.0
COc1ccc(-c2noc(CCC(=O)O)n2)cc1,-11.2,-0.9,-0.1
CN(Cc1ccco1)S(=O)(=O)c1ccc2c(c1)CCN2C(=O)CCC(=O)O,-11.3,8.9,0.5
Oc1ccc(/C=N/NC(=S)Nc2cccnc2)c(O)c1,64.8*,-4.8,0.2
CC(C)OC(=O)NC(c1ccccc1)C(Cl)(Cl)Cl (stereo unspecified),8.6,4.4,0.0
COc1ccc(C(=O)Nc2ccccc2-c2ccccc2)cc1Cl,-4.2,-4.8,0.2
Cc1ccc(-n2nc(CC#N)c(C#N)c2N)cc1,2.0,3.5,0.2
COc1cc(/C=N/Nc2nc3ccccc3[nH]2)cc(OC)c1O,24.8,-3.9,0.2
O=C(NCCc1nc2ccccc2[nH]1)/C(=C/c1ccc2c(c1)OCO2)NC(=O)c1ccc(Cl)cc1Cl,-2.2,-23.1,-0.1
CCOc1ccc(CN(C)CC(=O)Nc2ccc([N+](=O)[O-])cc2Cl)cc1,-1.9,-34.7,0.2
CCSc1nc2[nH]ncc2c(=O)[nH]1,-4.1,28.4,0.1
CNc1oc(/C=C/c2ccccc2)nc1C#N,-6.2,13.7,-0.1
CC(=O)Nc1ccc(Nc2nc(C)c([N+](=O)[O-])c(Nc3ccccc3)n2)cc1,-1.3,-23.9,0.0
C=C(C)C1CC=C(C)/C(=N/NC(=O)CNc2ccc(C)cc2C)C1 (stereo unspecified),4.4,8.2,-0.1
CCOC(=O)c1c(NC(=O)CSc2nc3ccccc3o2)sc(C(C)=O)c1C,2.2,-1.0,-0.1
Cc1ccc(NC(=O)COc2ccccc2C(=O)Nc2ccccc2)cc1Cl,-9.7,0.3,0.0
Fc1cccc2sc(Nc3nc4c(F)cccc4s3)nc12,1.0,-34.2,-0.4

Molecules above that contain a tert-butyl group:
Molecule,ARNT TACC3 PPI,GSIS activator,XiGFP reactiv
Cc1sc2nc(COC(=O)CNC(=O)c3ccc(C(C)(C)C)cc3)[nH]c(=O)c2c1C,-3.9,-13.0,0.0
CCOC(=O)Cc1csc(NC(=S)NC(=O)C(C)(C)C)n1,-3.3,1.6,0.0
